High-throughput results: PubChem, National Center for Advancing Translational Sciences (NCATS)
Tau ThT inhib = blocks human tau fibril formation measured by thioflavin T; recombinant tau K18 P301L, heparin-induced fibrillization, ThT fluorescence; 270,000 tested, 2.1% active; P10636; Potency, µM (doses to about 57.4 µM), inactives show at the top dose activity, negative = inhibition, hits mostly inhibitors; AID 1460; note: % is set by controls: 0 for no effect and ±100 for the full control effect; nearly all actives have a fitted effect of over 55% in size
Target sequence (P10636 561-689 P618L limits assumed): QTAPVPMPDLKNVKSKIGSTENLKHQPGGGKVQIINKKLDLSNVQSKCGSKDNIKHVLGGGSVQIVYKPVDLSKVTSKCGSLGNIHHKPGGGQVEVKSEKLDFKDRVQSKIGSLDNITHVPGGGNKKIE
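Tau K18 P301L fragment (15 uM unlabeled plus 0.24 uM Alexa 594-labeled) in 100 mM sodium acetate pH 7 with compound, fibrillization induced by 20 uM heparin for 6 hr at 37 C. Thioflavin T (30 uM) added, fluorescence read after 1 hr (ex 450, em 510 nm).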
HTT cytoprotect = protects HTT-Q103 PC12 cells, measured by ATP; PC12 HTT-Q103 induced, cytoprotection, ATP luminescence, 40 h; Potency, µM (titrated, usually from 56.4 µM), inactives show cytoprotection (ATP increase), most hits filed as activators; 230,000 tested, 0.14% active; AID 1471;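 note: % of control where 0% means no effect; nearly all actives have a fitted effect of over 45% in size; toxic huntingtin expression switched on by the ecdysone agonist tebufenozide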
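PC12 cells stably carrying ecdysone-inducible Htt exon 1 (Q103)–GFP were induced with 100 nM tebufenozide (final) alongside library compounds in a dose series. Cytoprotection was scored as retained ATP by ATPlite luminescence.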
JMJD2E inh = inhibitors of human JMJD2E histone demethylase; JMJD2E catalytic domain, FDH-coupled NADH fluorescence (FDH is formaldehyde dehydrogenase); Potency, µM (top dose mostly 57.1 µM), without a hit: at the highest dose activity change, negative = inhibition, most hits filed as inhibitors; 230,000 tested, 1.6% active; AID 2147; active = well fitted inhibition curve with a large enough effect, not every such curve was filed as active; inconclusive = small, poorly fitted or top-dose-only effect, or another doubt; inactive = no such curve, though single readings can be large or run the other way;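 note: 0% = wells with enzyme and -100% = buffer wells without enzyme; nearly all actives have a fitted effect of over 50% in size; many of its hits are not listed in these tables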
Target sequence (B2RXH2 1-337 limits assumed): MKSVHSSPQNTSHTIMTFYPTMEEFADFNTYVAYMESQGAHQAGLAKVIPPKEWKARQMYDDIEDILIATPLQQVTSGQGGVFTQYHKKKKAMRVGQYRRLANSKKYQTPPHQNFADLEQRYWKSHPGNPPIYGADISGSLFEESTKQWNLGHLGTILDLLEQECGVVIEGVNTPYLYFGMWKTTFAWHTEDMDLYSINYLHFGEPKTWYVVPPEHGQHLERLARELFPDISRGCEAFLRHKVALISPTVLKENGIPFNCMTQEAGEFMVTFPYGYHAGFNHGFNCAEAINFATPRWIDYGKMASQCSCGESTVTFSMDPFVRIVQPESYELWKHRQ
HTT aggregate = reduces HttQ103-GFP aggregates in PC12 cells; Potency, µM (highest dose often 46.1 µM), for the others: at the top dose activity change, negative = inhibition, hits mostly inhibitors; PC12 HttQ103-GFP aggregates, Acumen cytometry, 40 h; 220,000 tested, 1.1% active; note: % is set by controls: 0 for no effect and ±100 for the full control effect; nearly all actives have a fitted effect of over 60% in size
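PC12 cells with ecdysone-inducible HTT exon1 Q103-GFP, induced by 100 nM tebufenozide, given compounds in a concentration series. GFP aggregates (1–25 um, 6 SD above background) counted in lysates by laser-scanning cytometry, 488 nm excitation.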
ALDH1A1 inh = ALDH1A1 (human) enzyme inhibition | Purified ALDH1A1, NADH fluorescence, propionaldehyde substrate | P00352 | AID 1030 | 220,000 tested, 7.3% active | Potency, µM (top dose mostly 75.3 µM), inactives show at the highest dose activity, negative = inhibition, most hits filed as inhibitors; active = well fitted inhibition curve with a large enough effect, not every such curve was filed as active; inconclusive = small, poorly fitted or top-dose-only effect, or another doubt; inactive = no such curve, though single readings can be large or run the other way;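 note: plate controls were no enzyme wells and a reference inhibitor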
Target sequence (P00352 whole entry, looked up): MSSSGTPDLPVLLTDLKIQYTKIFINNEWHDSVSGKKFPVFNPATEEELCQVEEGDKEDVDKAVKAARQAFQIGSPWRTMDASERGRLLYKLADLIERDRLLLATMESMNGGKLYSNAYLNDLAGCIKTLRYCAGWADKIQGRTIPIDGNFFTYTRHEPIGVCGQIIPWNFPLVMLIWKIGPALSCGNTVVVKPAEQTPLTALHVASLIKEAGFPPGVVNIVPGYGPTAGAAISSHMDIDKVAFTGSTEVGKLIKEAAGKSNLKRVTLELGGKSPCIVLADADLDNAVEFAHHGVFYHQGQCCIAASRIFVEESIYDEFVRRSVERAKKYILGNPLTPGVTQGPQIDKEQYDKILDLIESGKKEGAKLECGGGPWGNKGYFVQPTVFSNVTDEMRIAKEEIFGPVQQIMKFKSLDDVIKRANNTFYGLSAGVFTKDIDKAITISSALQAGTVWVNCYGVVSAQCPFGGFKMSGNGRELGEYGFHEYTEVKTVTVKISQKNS
SMN2 splice enh = SMN2 splice variant enhancement | HEK293 SMN2-luciferase splicing reporter, luminescence, 30-36 h | Potency, µM (highest dose often 46.1 µM), for inactives: top-dose activity change, positive = activation, hits mostly activators | 210,000 tested, 2.8% active | AID 1458; note: % of control where 0% means no effect; nearly all actives have a fitted effect of over 55% in size
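HEK293 cells carry an SMN2 […]–luciferase reporter in which exon 7 inclusion puts luciferase in frame. Cells were plated 10-12 h before compound addition, then incubated 30-36 h at 37C. ONE-Glo luminescence was read; sodium butyrate at 4.5 mM final served as control.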
Tau fluor counter = counter-screen for tau fibril formation inhibitors | tau K18 P301L Alexa594 fluorescence, heparin fibrillization | Potency, µM (highest dose often 57.7 µM), inactives show at the highest dose activity change, negative = decrease | AID 1463 | 280,000 tested, 0.93% active; note: % is set by controls: 0 for no effect and ±100 for the full control effect; nearly all actives have a fitted effect of over 55% in size
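Human K18 P301L tau (15 uM unlabeled plus 0.24 uM Alexa 594-labeled, final) in 100 mM sodium acetate pH 7 was mixed with compound and 20 uM heparin and incubated 6 hr at 37 C.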
Tau fibril FP = inhibitors of human tau fibril formation; 280,000 tested, 0.39% active; K18 P301L tau heparin fibrillization, Alexa594 FP, 6 h; AID 1468; Potency, µM (highest dose often 57.7 µM), inactives show at the highest dose activity, negative = inhibition, hits mostly inhibitors; P10636; note: % is set by controls: 0 for no effect and ±100 for the full control effect; nearly all actives have a fitted effect of over 55% in size
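Heparin (20 uM) drove fibril formation of recombinant tau K18 P301L, 15 uM unlabeled with 0.24 uM Alexa 594 label, for 6 hr at 37 C in 100 mM sodium acetate pH 7. Fluorescence polarization (555/632 nm) read 1 hr after 30 uM ThT.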
* marks the source's active call; other numbers are inactive results; ? = inconclusive; nt = no result given; [ ] = remark or other dose. Unless noted, calls come from the whole dose curve; as a rule, active = well fitted curve in the direction sought with a large enough effect; inconclusive = small, poorly fitted or top-dose-only effect, or another doubt; inactive = no such curve, though single readings can be large; an effect the other way counts as inactive or inconclusive. Potency is the fitted concentration of half-maximal effect.

SMILES	Tau ThT inhib	HTT cytoprotect	JMJD2E inh	HTT aggregate	ALDH1A1 inh	SMN2 splice enh	Tau fluor counter	Tau fibril FP
Cc1ccc(N(C(=O)Cn2nnc(-c3cccs3)n2)C(C(=O)NC2CCCC2)c2ccncc2)cc1 (stereo unspecified)	4%	-46%[inhibitor]	3%	22%	2%	13%	9%	1%
Cc1ccc(-n2nc(C)c3c2OC(N)=C(C#N)C3c2ccccc2F)cc1 (stereo unspecified)	?	15%	-6%	?	4µM*	-14%	?	1%
CCOc1ccccc1NC(=O)C(Cc1ccccc1)NS(=O)(=O)c1ccc(Br)s1 (stereo unspecified)	?	nt	nt	nt	nt	4%	?	?
Nn1c(SCC(=O)Nc2ccccc2F)nc2ccccc2c1=O	-5%	14%	-8%	0%	-6%	-18%	-3%	-9%
Cc1ccc2nc(-c3ccc(SCC(=O)Nc4ccc5c(c4)OCCO5)nc3)[nH]c2c1	?	8%[10 µM]	?	2%	?	?	?	?
Cn1c(=O)c(C(=O)CSc2nncs2)c(N)n(Cc2ccccc2)c1=O	-7%	-11%	-1%	1%	0%	-2%	-8%	-1%
C[C@@]12CCC(=O)C=C1C=CC1C2CC[C@]2(C)C1CC[C@@]21CCC(=O)O1 (stereo partly specified)	-2%	?	5%	17%	9%	-16%	-11%	5%
COc1ccc(CNC(=O)N[C@@H](CC(C)C)C(=O)O)cc1OC	2%	-9%[10 µM]	7%	-12%[9.22 µM]	nt	nt	1%	-2%
O=c1nc2n(c3ncccc13)CCCCC2	6%	-25%	4%	17%	1%	5%	7%	8%
CN(C)/C=C1/NC(=S)NC1=O	-11%	4%[10 µM]	7%	-4%[9.22 µM]	-1%	nt	-11%	-1%
CCOC(=O)c1ccc(Nc2nnc3nc(C)cc(C)n23)cc1	-1%	7%[10 µM]	9%	6%	?	-15%	7%	3%
CCOC(=O)c1[nH]c(C)c(/C(O)=C2\C(=O)C(=O)N(CCN(C)C)C2c2cccc(OC)c2OC)c1C (stereo unspecified)	-2%	-1%[0.074 µM]	?	5%	?	12%	9%	-3%
Cc1nn(-c2ccc(F)cc2)c(Cl)c1/C=N/NC(=O)c1cccs1	-18%	8%[10 µM]	-3%	-17%	18%	?	-10%	-2%
OCc1ccnc2c(O)cccc12	?	-75%[inhibitor]	?	17%	-4%	-17%	?	-6%
CC(C)CCC(CC(C)O)c1n[nH]c(=S)n1-c1ccccc1 (stereo unspecified)	3%	3%[10 µM]	-7%	9%	-7%	-7%	7%	-5%
CC(C)NC(=O)Cn1nc(C(F)(F)F)c2c1CCC2	2%	21%[10 µM]	6%	-1%	2%	15%	4%	10%
O=[N+]([O-])c1ccc(N2CCN(CCO)CC2)cc1NCc1ccco1	?	6%[10 µM]	2%	21%	-5%	6%	6%	-15%
CCCCn1c(=N)n(CC(=O)C(C)(C)C)c2ccccc21	-13%	-13%[0.074 µM]	?	?	?	-7%	-7%	7%
CCN(Cc1ccccc1)c1ccc(/C=C(\C#N)c2ccccn2)cc1	?	-7%[10 µM]	?	6%	14µM*	nt	?	14%
C(=N\N1CCN(Cc2cccc3ccccc23)CC1)/c1cccs1	-17%	-18%[10 µM]	4%	25%[9.22 µM]	nt	nt	?	7%
CC(=O)Nc1ccc(NC(=O)C(=O)N/N=C/c2cccnc2)cc1	nt	-6%[10 µM]	0%	-11%[9.22 µM]	nt	nt	-7%	0%
Cc1ccc(NC(=O)NNc2cccc(Cl)n2)cc1	-4%	-7%	1%	8%	?	1%	-2%	-3%
C=CCn1c(COc2ccc(F)cc2)nnc1SCC(=O)Nc1cccc(S(N)(=O)=O)c1	7%	-18%[10 µM]	-17%	0%	0%	0%	6%	4%
Cc1ccc(-c2noc(CSc3nc(N)cc(N)n3)n2)cc1	-12%	42%[10 µM]	3%	?	0%	?	-24%	-14%
CSc1ccccc1C(=O)N1CCN(c2ncccn2)CC1	2%	15%[10 µM]	-28%	-2%	-7%	5%	3%	-7%

3 entries from above, as a markdown table:
| Molecule | Tau ThT inhib | HTT cytoprotect | JMJD2E inh | HTT aggregate | ALDH1A1 inh | SMN2 splice enh | Tau fluor counter | Tau fibril FP |
| --- | --- | --- | --- | --- | --- | --- | --- | --- |
| OCc1ccnc2c(O)cccc12 | ? | -75%[inhibitor] | ? | 17% | -4% | -17% | ? | -6% |
| CC(C)CCC(CC(C)O)c1n[nH]c(=S)n1-c1ccccc1 (stereo unspecified) | 3% | 3%[10 µM] | -7% | 9% | -7% | -7% | 7% | -5% |
| CC(C)NC(=O)Cn1nc(C(F)(F)F)c2c1CCC2 | 2% | 21%[10 µM] | 6% | -1% | 2% | 15% | 4% | 10% |

(list continues)
SMILES	Tau ThT inhib	HTT cytoprotect	JMJD2E inh	HTT aggregate	ALDH1A1 inh	SMN2 splice enh	Tau fluor counter	Tau fibril FP
CCc1nc(SCC(=O)c2ccc(C)c(C)c2)n[nH]1	0%	15%	?	12%	?	-18%	-1%	-3%
CCCCn1nnc(NC(=O)c2sc3cc(Cl)ccc3c2Cl)n1	?	-2%	-4%	0.63µM*	?	2%	-8%	-1%
c1coc(-c2nnc3sc(-c4cccs4)nn23)c1	-15%	-24%	-7%	-17%	20µM*	19%	-3%	0%
CCCCC(=O)Nc1ccc2c(c1)nc1n2CCOC1	-5%	-13%	12%	14%	4%	9%	2%	-3%
O=c1c(-c2cc3ccccc3o2)[n+]([O-])c2ccccc2n1OCc1ccccn1	?	-68%[inhibitor]	-6%	-7%	?	?	-21%	6%
CCOP(=O)(OCC)C(NC(=O)c1cc([N+](=O)[O-])cc([N+](=O)[O-])c1)C(F)(F)F (stereo unspecified)	25µM*	2%	-7%	30%	?	nt	?	?
CC(C)c1ccc(Nc2c(-c3ccccc3O)nc3cnccn23)cc1	-4%	nt	nt	nt	nt	-23%	?	13%
O=C(COc1ccc(C(=O)c2ccccc2)cc1)NCC1CCCCC1	-12%	5%[1.9 µM]	4%	-19%	?	-30%[inhibitor]	-9%	5%
COc1ccc(C(=O)NCC(=O)n2nc(C)cc2C)cc1OC	-4%	4%	-4%	-4%	2%	-1%	3%	2%
COC(=O)c1ccccc1NC(=O)c1noc2c1CCC2	?	-9%[10 µM]	-24%	-11%	?	-2%	-21%	4%
CCCCOC(=O)CCc1c(C)[nH]c(=O)c(C#N)c1C	-5%	14%	-29%	2%	?	-14%	0%	5%
COC(=O)c1cc(C(=O)OC)cc(N2C(=O)CC(Sc3nc(C)cc(C)n3)C2=O)c1 (stereo unspecified)	-3%	4%[0.074 µM]	-2%	8%	13µM*	22%	-2%	-5%
CC(C)c1onc(C(=O)NCc2ccccc2)c1[N+](=O)[O-]	2%	-16%[10 µM]	-2%	2%	-9%	nt	-3%	-5%
Cc1ccc(N2C(=O)[C@@H]3Cc4ccccc4CN3C2=O)cc1	-16%	-26%	-5%	-18%	6%	?	-6%	1%
Cc1ccc(S(=O)(=O)Cc2ccc(C(=O)N3CCN(c4cc(C)ccc4C)CC3)o2)cc1	-8%	-20%	0%	-3%	-6%	-26%	-2%	2%
Cc1ccc(N(C(=O)Cn2nnc3ccccc32)C(C(=O)NCc2ccccc2)c2ccccn2)cc1 (stereo unspecified)	-11%	-8%[1.9 µM]	5%	21%	4%	6%	-13%	-4%
Nc1nonc1C(=O)NCCNCc1ccc(Cl)c(Cl)c1	0%	nt	nt	nt	nt	-15%	-7%	-1%
COc1ccc(C2CC(=O)N3CN(C4CCCCC4)CSC3=C2C#N)c(OC)c1 (stereo unspecified)	25µM*	nt	nt	nt	nt	-5%	-22%	?
CC(=O)c1cc(C(=O)N2CCc3c([nH]c4ccccc34)C2CC(C)C)[nH]n1 (stereo unspecified)	?	16%[10 µM]	-4%	13%[9.22 µM]	3%	nt	?	3%
COc1ccc(N2CCC(CNC(=S)Nc3cc(C)ccc3C)C2)cc1 (stereo unspecified)	?	33%[10 µM]	-11%	-23%[9.22 µM]	nt	nt	?	5%
COc1ccc2nc(NS(=O)(=O)c3ccc(NC(C)=O)cc3)sc2c1	-3%	26%[10 µM]	-1%	-1%	-8%	2%	0%	-1%
CCOc1cccc(/C=N/NC(=S)Nc2ccccc2[N+](=O)[O-])c1O	?	-119%[inhibitor]	?	-29%	2%	-81%[inhibitor]	?	?
Cc1cc(O)cc(O)c1-c1onc(C(F)(F)F)c1-c1cscn1	-4%	31%	-4%	?	2%	-34%[inhibitor]	?	-14%
Cc1nc2nc(NC(=O)C(C)C)[nH]n2c(=O)c1Cc1ccccc1	-13%	nt	nt	nt	nt	-9%	-9%	1%
CCCN(CCC)CCNC(=O)c1cc2c(-c3ccccc3F)nn(C)c2s1	1%	nt	nt	nt	nt	-10%	-13%	-11%

(further entries)
SMILES	Tau ThT inhib	HTT cytoprotect	JMJD2E inh	HTT aggregate	ALDH1A1 inh	SMN2 splice enh	Tau fluor counter	Tau fibril FP
COc1ccc(C(=O)Cn2c(NCCO)nc3ccccc32)cc1OC	-1%	-7%[10 µM]	6%	-11%	2%	1%	0%	-2%
CCOC(=O)Cc1cnc(NC(=O)CSc2nc(N)cc(N)n2)s1	-7%	-13%	-6%	20%	0%	-26%	-10%	-2%
O=C(NN1CCOCC1)c1cnn2c(C(F)F)cc(-c3ccccc3)nc12	-6%	-25%	2%	11%[9.22 µM]	-1%	24%	2%	0%
CCn1c(CSCc2ccc(F)cc2)nnc1SCC(=O)N1CCN(c2ccccc2)CC1	?	-8%	-6%	?	-11%	-35%[inhibitor]	-11%	-3%
O=C1CCCN2N=C(SCC(=O)N3N=C(c4ccc(Br)cc4)CC3c3ccc(F)cc3)SC2=N1 (stereo unspecified)	-10%	nt	-21%	-15%	?	-10%	-14%	-2%
S=c1nc(-c2ccccc2)n(CCCN2CCOCC2)c2c1CCCC2	-2%	-24%[0.074 µM]	-2%	21%	-1%	-13%	-3%	-6%
C[C@@H](C(=O)N[C@@H](Cc1c[nH]c2ccccc12)C(=O)O)n1nnc2ccccc2c1=O	-4%	10%[10 µM]	2%	-17%[9.22 µM]	nt	nt	-3%	-2%
Cc1ccc(C(C)C)cc1OCCOCCN1CCCC1	-4%	20%	-18%	-9%	-8%	-7%	-9%	-2%

Not all compounds are listed; the hit share may differ from the screen's.
